# MgcRacGAP inhibition – MgcRacGAP GTPase-activating activity inhibitors, confirmation, biochemical, ADP Hunter fluorescence; hit rate 0.6% among 340,000; MgcRacGAP-stimulated Rac1 GTP hydrolysis, ADP Hunter fluorescence; higher % means a stronger effect; GST-tagged Rac1 F28L mutant substrate; AID 624330, 2012; inhibition, % at 30 µM, or IC50 in µM where a hit was titrated; Rac GTPase-activating protein 1 (Homo sapiens);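 active = first-screen hits whose inhibition reached a set limit at any dose in the follow-up dose series; inconclusive = inhibition above the set first-screen limit but never retested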;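 also: fluorescence reports GDP produced by GAP-driven GTP hydrolysis; strong numbers were not always called active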
# RSV antiviral HEp-2 – RSV antiviral activity via CPE protection, HEp-2 cells, primary 10 µM value included (AID 2391); one-dose CPE inhibition, % at 10 µM; IC50 in µM for titrated hits; hit rate 0.13% among 310,000; HEp-2 cells, RSV-induced CPE inhibition; higher % means a stronger effect; in the data active = a potency from the dose series; inconclusive = CPE inhibition mostly from about 23% at the one dose, without a potency; inactive = the rest, 99 in 100 with CPE inhibition below about 21%; also: strong numbers were not always called active
# Large T inhibition – SV40 large T antigen inhibitors, biochemical (AID 1903) | SV40 large T antigen ATPase/helicase inhibition assay; higher % means a stronger effect | inhibition, % at 20 µM; hits with a dose series show IC50 in µM | hit rate 0.39% among 310,000; in the data active = a potency from the dose series; inconclusive = inhibition mostly from about 32% at the one dose, without a potency; inactive = the rest, 99 in 100 with inhibition below about 32%; also: strong numbers were not always called active
# bCat nuc transl – modulators of beta-catenin nuclear translocation, primary screen, imaging, HeLa cells, immunofluorescence, high-content | nuclear translocation activity, % at 5 µM | hit rate 0.3% among 190,000;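 active = nuclear translocation activity above 50% at 5 µM, with a well cell count of 50 or more; inconclusive = wells under 50 cells across six images, flagged as toxic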;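 also: per-cell ratio of nuclear to cytoplasmic median beta-catenin stain intensity; plate controls were DMSO negative control for no effect and GSK-3 inhibitor IX positive control for full effect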
#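 Read-out: Nuclear/cytoplasmic beta-catenin signal ratio, % activation | Assay system: Human HeLa cell line | Times: 24 h compound exposure at 37°C, 5% CO2 | Signal: Fluorescence imaging of beta-catenin antibody stain plus DAPI | Dosing: 5 µM primary, 0.02–20 µM confirmation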
# WT yeast gro inh – growth inhibition of WT strain, primary screen, mitochondrial fusion inhibitor project, WT and mutant strains, chemical genetic; mitochondrial fusion phenotypic screen; inhibition, % at 10 µM; hit rate 2.1% among 190,000; in the data active = inhibition above about 58%; tested in S. cerevisiae
# Myeloid diff 2 – induction of myeloid progenitor differentiation, primary screen, cell-based, flow cytometry, MLPCN library. calls only at 10 µM. hit rate 1% among 360,000. ER-HoxA9 myeloid progenitors, lysozyme-GFP differentiation;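 active = normalized GFP-positive differentiation at or above the plate's own cutoff, the solvent-only control mean plus 3 SD; inconclusive = no clear call, values can overlap the other calls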;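 also: cells exposed to compound for four days before flow analysis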
# West Nile antiviral – West Nile virus antiviral activity, cell-based, CPE readout (AID 1621); hit rate 0.02% among 290,000; CPE inhibition, % at 10 µM; hits with a dose series show IC50 in µM; West Nile virus-infected cells, CPE inhibition; higher % means a stronger effect; in the data active = a potency from the dose series; inconclusive = CPE inhibition mostly from about 3.7% at the one dose, without a potency; inactive = the rest, 99 in 100 with CPE inhibition below about 2.2%; also: strong numbers were not always called active
# PhoP inhibition – inhibitors of PhoP regulon expression, primary screen, Salmonella Typhimurium, GFP reporter (AID 1863) | inhibition, % at 50 µM, or IC50 in µM where a hit was titrated | hit rate 0.16% among 300,000 | S. Typhimurium PhoP-regulated promoter GFP reporter, 4 h; higher % means a stronger effect;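 active = inhibition over 29.93%, a cutoff 3 SD above the screen mean, later confirmed by dose response; inconclusive = inhibition over 29.93% but no dose response follow-up; inactive = inhibition at most 29.93% or unconfirmed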;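 also: 0% = low Mg2+ inducing control and 100% = high Mg2+ repressing control; strong numbers were not always called active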
# T cell HTS – modulators of CD8 T cell-vesicle binding, primary screen, mouse 2C CD8+ T cells, flow cytometry; hit rate 0.068% among 330,000; AID 2052, 2009; calls only at 7 µM; 2C CD8+ T cell-vesicle binding; hits give low values;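 active = response, share of CD8 T cells binding vesicles, and their 90th percentile fluorescence all below set limits, cut at about 80% in these data, passing the limit was not always enough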
#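 Also added: QL9-peptide-loaded Drosophila micro-vesicles bearing Ld, ICAM-1 and B7-1; Test system: purified 2C TCR transgenic mouse naive CD8+ T cells; Measured by: cytometric PE anti-B7-1 and Alexa647 anti-CD8 signals after 1% paraformaldehyde fixation; Timing: binding step 1.5 h, 37 °C, antibody labelling 20 min, ice.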
# WT yeast gro inh mutant strain – further read-out of WT yeast gro inh, marked with its call; inhibition, %; mitochondrial fusion phenotypic screen, mutant strain inhibition
# bCat nuc transl cell count 5 µM – second read-out of bCat nuc transl, no call of its own (marks repeat the call); cell count; measured here: cell count, cytotoxicity flag
# T cell HTS vesicle-bound % – further read-out of T cell HTS, marked with its call; double positive events, %; measured here: CD8+ vesicle-bound cell fraction;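 binding gate set so that unloaded-vesicle control wells show 10% double positive cells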
# Myeloid diff 2 GFP+ MAC1+ % – further read-out of Myeloid diff 2, marked with its call; GFP+ MAC1+ double positive, %; measured here: differentiation confirmed by MAC1 staining
# * = called active by the depositor; i = inactive; u = inconclusive; x = not tested or not shown; + = active, no number.
SMILES,MgcRacGAP inhibition,RSV antiviral HEp-2,Large T inhibition,bCat nuc transl,bCat nuc transl cell count 5 µM,WT yeast gro inh,WT yeast gro inh mutant strain,Myeloid diff 2,Myeloid diff 2 GFP+ MAC1+ %,West Nile antiviral,PhoP inhibition,T cell HTS,T cell HTS vesicle-bound %
CSCCC(NS(=O)(=O)c1ccccc1F)C(=O)OCc1ccccc1Cl (centres undefined),4%,3.5%,-6%,-2.2,991,38,8,i,0.7,-0.8%,6%,i,3
COc1ccccc1/C=C/CN1CCC(Oc2ccc(C(=O)N3CCCCC3)cc2)CC1,9%,-0.4%,8%,x,x,x,x,i,1.2,-1.6%,4%,i,11
COc1ccc(NC(=O)C2CC(=O)OC2(C)C)cc1 (centres undefined),9%,4.9%,0%,0.1,1090,-6,-10,i,5.9,-0.1%,1%,i,30
C/C(=N\NC(=O)c1cccc(N/N=C(\C)c2ccc([N+](=O)[O-])cc2)c1)c1ccc([N+](=O)[O-])cc1,14%,-1.2%,7%,1.3,1361,x,x,i,0.2,-0.1%,4%,i,58
CC(=O)NC(CC(=O)OC(C)C(=O)Nc1ncc(Cl)cc1Cl)c1ccccc1 (centres undefined),7%,0.4%,0%,x,x,x,x,i,0.8,0.2%,-5%,i,53
CCN1CCN(S(=O)(=O)c2ccc(Cl)c(C(=O)NC(C)(C)C)c2)CC1,2%,0.4%,4%,-1.7,1129,-9,5,i,0.4,0.0%,3%,i,11
Cc1ccn2cc(C(=O)N3CCCC(Nc4ccc(F)cc4)C3)nc2c1 (centres undefined),14%,0.5%,13%,x,x,x,x,i,0.0,-0.7%,5%,i,67
O=C(NCCCn1ccnc1)C1CCN(S(=O)(=O)c2ccc(F)cc2)CC1,7%,0.0%,4%,x,x,x,x,i,0.1,0.9%,8%,i,17
CCOCCn1c(SCC(=O)OCc2ccccc2)nc2c1c(=O)[nH]c(=O)n2C,5%,1.6%,18%,-2.7,1199,19,4,i,2.4,0.6%,-5%,i,30
Oc1ccccc1N1CCN(c2ncnc3scc(-c4ccc(F)cc4)c23)CC1,7%,12%,6%,x,x,x,x,i,0.9,1.4%,8%,i,17
Cc1ccc(NC(=O)CCNS(=O)(=O)c2ccc3[nH]c(=O)oc3c2)cc1F,-24%,1.5%,8%,x,x,x,x,u,x,-0.3%,-6%,i,10
COc1ccc(CCn2c(C3CCCCC3)nc3c(c(=O)c4ccccc4n3C)c2=O)cc1OC,8%,6.5%,11%,-3.3,1148,x,x,i,0.7,-0.6%,-9%,i,12
O=C(COC(=O)c1cccs1)NCC1CCCO1 (centres undefined),9%,1.2%,3%,-6.6,1024,-5,5,i,0.8,0.1%,6%,i,52
O=C(CNC(=O)c1ccc(Cl)cc1)c1ccccc1,10%,3.8%,4%,x,x,x,x,i,0.7,x,x,i,28
O=C(NC1CCCCC1)C(c1ccncc1)N(Cc1ccc(F)cc1)C(=O)c1ccccn1 (centres undefined),3%,1.4%,5%,x,x,x,x,i,0.4,-1.4%,9%,i,27
COc1cccc(C(=O)NCCNC(=O)c2ccco2)c1,4%,1.0%,8%,x,x,x,x,i,0.4,-0.1%,-2%,i,28
CCCOc1cccc(C(=O)Nc2ccc(Br)cc2F)c1,-4%,1.3%,4%,-2.5,1049,7,-26,i,0.7,-0.9%,-10%,i,50
O=C1NC2=C(CCc3ccccc32)C(c2ccc(Br)cc2)N1 (centres undefined),4%,0.7%,8%,x,x,-8,-40,i,1.4,0.2%,33%,i,42
CCSc1nnc(-c2cccc(S(=O)(=O)N(C)C)c2)n1-c1cc(OC)ccc1OC,1%,1.4%,10%,-4.0,1026,-18,-24,i,0.6,-0.2%,-10%,i,19
Cc1ccc2[nH]c3c(=O)n(CC(=O)N4CCN(C)CC4)ncc3c2c1,4%,3.5%,10%,x,x,x,x,i,0.8,1.1%,0%,i,29
O=C1NC(NS(=O)(=O)c2ccccc2)(C(F)(F)F)C(=O)N1Cc1cccnc1 (centres undefined),5%,4.5%,1%,0.1,1486,-12,-22,i,0.6,0.1%,3%,i,35
CC(=O)Nc1cccc(OCCCOc2ccc([N+](=O)[O-])cc2)c1,-3%,0.2%,5%,-1.5,1339,x,x,i,0.3,-0.1%,-3%,i,48
O=C(COc1ccc(Br)cc1CO)Nc1ccc(S(=O)(=O)N2CCCCC2)cc1,8%,4.5%,x,x,x,x,x,i,1.2,x,x,i,31
O=C1/C(=C\c2cccnc2)SC(=S)N1C1CCS(=O)(=O)C1 (centres undefined),16%,-3.2%,19%,x,x,-11,15,i,3.7,0.2%,14%,i,59
O=C(NNC(=O)c1ccc(NC(=O)c2ccccc2)cc1)Nc1ccccc1,1%,0.6%,5%,-1.0,1481,-10,6,+,x,-0.2%,-6%,i,52
SMILES,MgcRacGAP inhibition,RSV antiviral HEp-2,Large T inhibition,bCat nuc transl,bCat nuc transl cell count 5 µM,WT yeast gro inh,WT yeast gro inh mutant strain,Myeloid diff 2,Myeloid diff 2 GFP+ MAC1+ %,West Nile antiviral,PhoP inhibition,T cell HTS,T cell HTS vesicle-bound %
COc1ccc(OC)c2[nH]c(=O)c(CCNC(=O)CC(C)C)cc12,3%,3.6%,14%,-0.6,1041,-20,-5,i,0.5,0.3%,7%,i,32
O=c1[nH]c2cc3c(cc2cc1CN(Cc1nnnn1CC1CCCO1)C1CCCCC1)OCO3 (centres undefined),12%,3.8%,10%,-3.1,1278,4,0,i,1.1,x,-4%,i,53
Cc1cc(NC(=O)COC(=O)CCS(=O)(=O)c2ccc(Cl)cc2)no1,6%,0.6%,4%,x,x,x,x,i,0.3,-0.1%,-2%,i,33
Cn1c(/N=C/c2ccc3c(c2)OCO3)nc2ccccc21,2%,2.2%,13%,-1.8,1008,43,33,i,1.9,-0.1%,-7%,i,26
Cc1ccccc1CC1(CO)CCCN(Cc2ccc3c(c2)OCCO3)C1 (centres undefined),3%,4.2%,4%,-0.3,1164,-5,2,i,0.2,-0.5%,6%,i,60
CCOC(=O)Cn1nnnc1C(C(C)C)N(Cc1cccs1)Cc1cc2cc(C)ccc2[nH]c1=O (centres undefined),7%,8.5%,-4%,-1.4,1002,19,-12,i,1.0,-0.1%,31%,i,37
CCc1noc(C)c1C(=O)Nc1cccc(S(=O)(=O)N(C)c2ccccc2)c1,1%,7.5%,13%,x,x,x,x,i,0.8,x,-5%,i,40
CCc1ccc(C=NC23CN4CN(CN(C4)C2)C3)s1,8%,1.0%,4%,1.8,908,-10,1,i,0.9,-0.2%,-2%,i,30
CN(C)CCCn1c(NCc2ccc3c(c2)OCO3)nc2ccccc21,6%,-2.6%,-1%,x,x,-7,2,i,7.1,-0.7%,12%,i,6
O=C(/C=C/c1ccccc1)OCC(=O)N1CCCC1,4%,2.9%,x,x,x,x,x,i,0.7,x,x,i,18
CCCCn1c(N)c(N(CCC(C)C)C(=O)C2=NN(c3ccccc3)C(=O)CC2)c(=O)[nH]c1=O,3%,0.4%,x,x,x,x,x,i,0.4,x,x,i,35
COc1ccc2[nH]c(=O)cc(C(=O)O)c2c1,-2%,1.9%,31%,-1.0,1063,-8,-5,i,0.4,0.1%,-3%,i,37
CCn1c(SCC(=O)OCC(=O)N2c3ccccc3NC(=O)C2(C)C)nnc1-c1ccco1,4%,0.6%,4%,-1.7,1210,20,24,i,0.4,0.6%,-6%,i,44
CSCCC(NC(=O)c1cc(CC(C)C)oc1C)C(=O)O (centres undefined),11%,1.1%,6%,-1.6,1110,3,36,i,1.3,x,-10%,i,27
Cn1c(=O)n(C)c2cc(NC(=O)CCc3ccccc3)c(Br)cc21,-25%,0.7%,8%,x,x,x,x,i,0.4,-0.9%,0%,i,64
CCCCOc1ccc(C(=O)Nc2cc(C)c(OCC(=O)N3CCOCC3)c(C)c2)cc1,6%,4.6%,22%,5.7,406,-9,-3,i,0.8,-0.7%,7%,i,5
Fc1ccccc1N1CCN(C(c2cccs2)c2nnnn2CCc2ccccc2)CC1 (centres undefined),8%,5.2%,5%,-3.1,1023,12,-3,i,1.0,x,8%,i,30
O=S(N1CCCCC1)C12CC3CC(CC(C3)C1)C2 (centres undefined),-1%,0.8%,15%,x,x,-10,-2,i,0.7,-0.2%,-4%,i,60
CCCCOc1ccc(OCCNS(=O)(=O)N(C)C)cc1,3%,0.4%,7%,-1.1,881,6,-6,i,2.1,-0.5%,5%,i,32
